Screens as filed in PubChem.
Tau fibril ThT – blocks human tau fibril formation measured by thioflavin T; Potency, µM (highest dose often 57.4 µM), for the others: at the highest dose activity, negative = inhibition, most hits filed as inhibitors; AID 1460; recombinant tau K18 P301L, heparin-induced fibrillization, ThT fluorescence; P10636; actives 2.1% (n = 270,000); further: nearly all actives have a fitted effect of over 55% in size
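Recombinant human tau K18 fragment […] carrying P301L, 15 uM unlabeled plus 0.24 uM Alexa 594-labeled, was fibrillized with 20 uM heparin in 100 mM sodium acetate pH 7 for 6 hr at 37 C; 30 uM ThT fluorescence read after 1 hr.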
Tau fluor cs – counter-screen for tau fibril formation inhibitors. tau K18 P301L (four-repeat tau fragment) Alexa594 fluorescence, heparin fibrillization. Potency, µM (top dose mostly 57.7 µM), without a hit: top-dose activity change, negative = decrease. actives 0.93% (n = 280,000). AID 1463; further: nearly all actives have a fitted effect of over 55% in size
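Human K18 P301L tau (15 uM unlabeled plus 0.24 uM Alexa 594-labeled, final) in 100 mM sodium acetate pH 7 was mixed with compound and 20 uM heparin and incubated 6 hr at 37 C.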
ALDH1A1 block – inhibitors of human aldehyde dehydrogenase 1A1; P00352; Purified ALDH1A1, NADH fluorescence, propionaldehyde substrate; Potency, µM (highest dose often 75.3 µM), for the others: at the top dose activity, negative = inhibition, usual class: inhibitors; actives 7.3% (n = 220,000); AID 1030; active means well fitted inhibition curve with a large enough effect, not every such curve was filed as active; inconclusive means small, poorly fitted or top-dose-only effect, or another doubt; inactive means no such curve, though single readings can be large or run the other way;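 further: plate controls were no enzyme wells and a reference inhibitor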
TRb SRC2 PPI – inhibitors of human thyroid hormone receptor beta-SRC2 interaction; Potency, µM (doses to about 106 µM), for inactives: at the top dose activity change, negative = inhibition, hits mostly inhibitors; TRbeta-SRC2 peptide binding, fluorescence polarization; receptor liganded with 1 µM T3; P10828; actives 0.065% (n = 280,000);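 further: plate controls were bound peptide for no effect and peptide without receptor for full effect; nearly all actives have a fitted effect of over 50% in size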
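Decrease in fluorescence polarization of 20 nM Texas Red SRC2 coactivator peptide flagged inhibition of its binding to 0.6 uM TRb LBD; 1 uM T3 included, incubation 5 hr, ex 555/em 632 nm.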
Tau fibril FP – blocks human tau fibril formation measured by polarization. K18 P301L tau heparin fibrillization, Alexa594 FP, 6 h. P10636. Potency, µM (top dose mostly 57.7 µM), for the others: at the highest dose activity, negative = inhibition, most hits filed as inhibitors. actives 0.39% (n = 280,000); further: nearly all actives have a fitted effect of over 55% in size
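Read-out: fluorescence polarization of Alexa 594-labeled tau (0.24 uM), 555 nm excitation, 632 nm emission. Mixtures held 15 uM unlabeled K18 P301L, compound and 20 uM heparin, pH 7 acetate buffer, incubated 6 hr at 37 C.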
L3MBTL1 inh – blocks human L3MBTL1. AlphaScreen L3MBTL1–H3K9me1 peptide binding. Potency, µM (doses to about 57.1 µM), without a hit: at the highest dose activity, negative = inhibition, usual class: inhibitors. actives 0.66% (n = 230,000); further: nearly all actives have a fitted effect of over 60% in size
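L3MBTL1 (50 nM) pre-complexed 30 min with biotinylated H3(1-15)K9me1 peptide (75 nM), then compounds added for 30 min at room temperature; AlphaScreen streptavidin donor/nickel chelate acceptor beads (10 ug/mL final) read after 30 min dark incubation.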
GLA spleen mod – inhibits or activates alpha-galactosidase in human spleen homogenate | human spleen homogenate, 4MU-alpha-Gal fluorescence, 40 min | Potency, µM (titrated, usually from 80 µM), for the others: at the top dose activity change, negative = inhibition, actives largely listed as inhibitors | actives 0.008% (n = 240,000) | P06280;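 further: 0% = enzyme with vehicle and -100% = no enzyme basal signal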
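Spleen homogenate 1 ug + cpd (titration) + 4-MU-alpha-D-galactopyranoside 1 mM; 37C 40 min; 50 mM citrate/phosphate pH 5.0, 0.01% Tween-20; stop pH 10; fluorescence 365/440; AC50 via Hill.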
TR SRC2 fluor cs – counter-screen for TRb-SRC2 inhibitors: fluorescence interference; Potency, µM (highest dose often 106 µM), without a hit: at the highest dose fluorescence change, negative = quenching; actives 0.29% (n = 280,000); TRb/SRC2 Texas Red total fluorescence interference; AID 1479; active means well fitted curve in either direction with a large enough effect; inconclusive means small, poorly fitted or top-dose-only effect
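Human TRb ligand-binding domain at 0.6 uM with 20 nM Texas Red SRC2 peptide in Tris buffer containing 1 uM T3 and 5% DMSO, incubated with compound 5 h at ambient temperature. Total fluorescence (555/632 nm) calculated as parallel + 2 × perpendicular.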
Starred values were filed as active, the others as inactive; ? = inconclusive; · = no result given; [ ] = remark or other dose. Unless noted, the call rests on the fitted dose curve; in most records, active means well fitted curve in the direction sought with a large enough effect; inconclusive means small, poorly fitted or top-dose-only effect, or another doubt; inactive means no such curve, though single readings can be large; an effect the other way counts as inactive or inconclusive. Unless noted, on the % scale 0 is the no-effect control and ±100 the full control effect; potency means the concentration at half of the fitted maximal effect.

Value order – Tau fibril ThT, Tau fluor cs, ALDH1A1 block, TRb SRC2 PPI, Tau fibril FP, L3MBTL1 inh, GLA spleen mod, TR SRC2 fluor cs
COc1ccc(C(=O)/C=C2/Sc3cc4c(cc3N2C)OCO4)cc1
  ?, -21%, ?, -2%, -16%, 4%, 5%, -1%
CN(C)c1ccc(/C=c2\sc3nc(-c4ccccc4)nn3c2=O)cc1
  -2%, 3%, 14%, -3%, 2%, 10%, 1%, -1%
Cc1ccc(NC(=O)CSc2nnc(-c3cccs3)n2Cc2ccco2)cc1
  -6%, -14%, -3%, 3%, 1%, -10%, 10%, 1%
CCc1ccc2occ(CC(=O)Nc3nnc(C)s3)c2c1
  4%, -1%, ·, 1%, -2%, ·, ·, 10%
CCOC(=O)C1CSc2[nH]c(=O)sc2C1c1ccccc1 (stereo not given)
  -19%, -19%, 28µM*, 3%, 7%, ·, -5%, -3%
NCCc1ccn[nH]1
  ·, ·, 0%[20.9 µM], 4%[53 µM], ·, 9%, -2%[29.1 µM], -1%[53 µM]
CCCOc1ccc(Br)cc1-c1cc(-c2ccc(Cl)cc2)[nH]c1-c1ccncc1
  -13%, 7.9µM*[quencher], ?, -2%, ?, ·, -2%, -1%
N#Cc1nc(-c2ccc(F)cc2)oc1NCCN1CCOCC1
  -14%, -5%, ?, 2%, -5%, 1%, 9%, 2%
Cc1c(Cl)cccc1NC(=S)NN
  -19%, -11%, -13%, 0%, -4%, -12%, -15%, 0%
COc1ccc(/C=C2/SC(=O)N(CCCCCC(=O)Nc3ccccc3C(=O)O)C2=S)cc1
  11µM*, -11%, ?, 3%, 1%, -7%, 1%, -2%
Cc1nn(C)c(C)c1S(=O)(=O)N(CC(=O)Nc1ccc(F)cc1F)c1ccc(C(C)C)cc1
  -6%, -17%, ·, -3%, 8%, ·, ·, -2%
O=C(/C=C/c1cn(CC(O)CN2CCCCCC2)c2ccccc12)c1cccs1 (stereo not given)
  ?, ?, -13%, 6%, -13%, -9%, -4%, -2%
Cc1ccc(S(=O)(=O)c2cn(C)c3cc(N4CCN(c5ccccc5)CC4)c(F)cc3c2=O)cc1
  -12%, -10%, ·, -1%, 9%, ·, ·, 5%
O=C(C[n+]1cccc2ccccc21)c1ccccc1
  -1%, 3%, ?, 1%, -3%, 14%, 9%, -4%
C=CCn1c(SCC(N)=O)nnc1-c1cccc(Br)c1
  -7%, -2%, 12%, -2%, -4%, 1%, 1%, 2%
CC(=O)N(C(C)=O)c1nc(-c2ccccc2)cn1/N=C/c1cccc([N+](=O)[O-])c1
  ?, 3%, ·, -2%, ?, -4%, -20%, -3%
CCCCN(CC)CCNC(=O)Cn1cnc2sc(C)c(S(=O)(=O)N3CCN(c4ccccc4OC)CC3)c2c1=O
  -6%, -19%, ·, 4%, -10%, ·, ·, -1%
COc1ccc(OC)c(C(C)NC(=O)Cn2c(=O)cc(C)c3c(C)nn(-c4ccc(C)cc4)c32)c1 (stereo not given)
  9%, -2%, ·, 0%, 2%, ·, ·, -1%
Cc1cccc(C)c1OCc1nnc(NC(=O)CSc2ccc(Cl)cc2)s1
  2%, -3%, 5%, 6%, ?, 2%, 1%, -2%
Nc1ccc2oc(-c3ccccc3Br)nc2c1
  ?, ?, ·, -2%, 1%, ·, ·, -8%
CC(C)c1nc2scc(-c3ccc(Cl)cc3)c2c(=O)n1N
  -10%, -13%, ·, 13%, -5%, 3%, 8%, -2%
CC(C)CCNC(=O)C(c1ccco1)N(Cc1ccc(F)cc1)C(=O)c1snc(C(N)=O)c1N (stereo not given)
  -15%, -13%, ?, -7%, -2%, -1%, 2%, 0%
CNC(=S)Nc1ccc(C)c(NC(=S)NC)c1
  ?, -14%, ?, 5%, 3%, -8%, 6%, -2%
CCOC(=O)C1(CC)NC(c2ccc(N(C)C)cc2)C2C(=O)N(C)C(=O)C21 (stereo not given)
  -1%, -6%, -11%, -16%, ?, -5%, 9%, -1%
CCOc1ccccc1C1N=C(c2ccc(OC)cc2)CC(c2ccccc2O)N1 (stereo not given)
  ?, -13%, ?, 1%, -2%, ·, -2%, 1%
Clc1ccc2c(c1)CNc1c(ncnc1N1CCOCC1)O2
  4%, -5%, 8%, -11%, -8%, 10%, -7%, -5%
CCOC(=O)c1cc2c(ccn2C)n1CC(=O)N(CC)CC
  4%, 5%, -1%, 3%, 1%, -6%, -3%, -3%
COc1ccccc1CNC(=O)CCCn1c(=O)c2ccccc2n(Cc2ccc(F)cc2)c1=O
  7%, 4%, ·, 3%, 5%, ·, ·, 5%
Cc1cc(C)c(NC(=O)CSc2nnc(Cc3cccn3C)n2-c2ccc(F)cc2)c(C)c1
  -5%, -1%, -4%, -4%, 0%, -13%, -7%, 1%
CCOC(=O)c1sc(NC(=O)CN2C(=O)c3cccc4cccc(c34)C2=O)nc1C
  -7%, -9%, -3%, -6%, -11%, 7%, 6%, -3%

Part of the list above, as tab-separated lines.
SMILES	Tau fibril ThT	Tau fluor cs	ALDH1A1 block	TRb SRC2 PPI	Tau fibril FP	L3MBTL1 inh	GLA spleen mod	TR SRC2 fluor cs
COc1ccc(/C=C2/SC(=O)N(CCCCCC(=O)Nc3ccccc3C(=O)O)C2=S)cc1	11µM*	-11%	?	3%	1%	-7%	1%	-2%
Cc1nn(C)c(C)c1S(=O)(=O)N(CC(=O)Nc1ccc(F)cc1F)c1ccc(C(C)C)cc1	-6%	-17%	·	-3%	8%	·	·	-2%

Remaining list, next part:
Value order – Tau fibril ThT, Tau fluor cs, ALDH1A1 block, TRb SRC2 PPI, Tau fibril FP, L3MBTL1 inh, GLA spleen mod, TR SRC2 fluor cs
Cc1cccc(NC(=S)N2CCN(C(=O)C3CCCO3)CC2)c1 (stereo not given)
  11%, 12%, -4%, 3%, 7%, 7%, 0%, -3%
CC(NC(=O)c1ccc(Cl)cc1Cl)C(c1ccccc1)N1CCOCC1 (stereo not given)
  -7%, -4%, -2%, 2%, 4%, 4%, -7%, -2%
CC1Cc2ccccc2N1C(=O)CN1C(=O)C(=O)N(Cc2ccccc2)C1=O (stereo not given)
  -9%, -15%, 32µM*, 6%, 1%, ·, 4%, -1%
COC(=O)c1cc(CSc2nc3ccc(C)cc3[nH]2)oc1C
  -8%, -14%, 6%, -6%, 8%, -6%, 5%, 1%
CCc1ccc(NC(=O)CN2C(=O)CSc3ccc(S(=O)(=O)N(C)C)cc32)cc1
  5%, -15%, ·, 5%, 6%, ·, ·, 0%
COc1ccc(-c2nc(SCC(=O)c3ccc(OC)c(Br)c3)n[nH]2)cc1
  ?, 7%, ·, 2%, -11%, ·, ·, -2%
Cc1nc2sc(C)c(C)n2c(=O)c1S(=O)(=O)N1CCN(c2ccccc2F)CC1
  ?, -8%, ·, -5%, 4%, ·, ·, -1%
FC(F)(F)c1cccc(OCc2nnc3n2CCC3)c1
  -1%, -3%, 1%, -7%, -1%, 51%[activator], -3%, 0%
CSc1ccccc1NC(=O)Cc1ccccc1[N+](=O)[O-]
  -4%, -8%, -5%, 1%, -5%, -7%, 1%, 1%
COc1ccc(-c2nn(-c3ccccc3C)cc2CNC(C)Cn2cncn2)cc1F (stereo not given)
  -7%, -16%, 4%, 2%, 7%, 3%, 8%, -5%
C/C(=N\O)C(=O)C(CN1CCCCC1)CN1CCCCC1
  ?, -3%, 1.6µM*, 0%, -4%, ·, 3%, 2%
CCOc1ccccc1N(CC)C(=O)Nc1cn(C)c(=O)c2ccccc12
  -7%, -8%, ·, 8%, -5%, ·, ·, 8%
CC1(C)C(c2ccccc2)=NC(c2ccc(Br)cc2)N1O (stereo not given)
  -5%, -1%, 10%, -7%, 4%, -1%, -11%, -2%
CCCSc1nc(C)c(CC(=O)OCC)c(=O)[nH]1
  1%, -8%, 13%, -1%, -9%, ·, 0%, -8%
CCCCc1nc2c(c3c1C[C@H](C)OC3)CN(C(=O)Nc1cccc(C#N)c1)CC2
  11%[11.5 µM], 4%[11.6 µM], 23%[13.5 µM], 0%[11.2 µM], 1%[11.6 µM], ·, -6%[17.5 µM], -3%[11.2 µM]
N#CC(C#N)=C1C=C2C=C(N3CCCCCC3)CCC2CC1 (stereo not given)
  ?, -30%, ?, -5%, 8%, -19%, -4%, 10%
CC(C)n1c(NCCO)nc2ccccc21
  5%, 5%[2.34 µM], ?, -1%, 3%[2.34 µM], -3%, -4%, -2%
CCN(CC)S(=O)(=O)c1ccc(Cl)c(C(=O)OC)c1
  -3%, 3%, ?, 2%, 2%, 1%, 1%, -2%
O=C(NC1CCCC1)C1CCC(CNS(=O)(=O)c2cccs2)CC1 (stereo not given)
  -12%, -7%, 22µM*, 3%, 5%, 7%, -6%, -6%
COCCNC(=O)CCCn1c(SCC(=O)c2ccc(F)cc2)nc2c(sc3ccccc32)c1=O
  2%, -4%, ·, 6%, -14%, ·, ·, -6%
CC(=O)NC(=S)c1c(N)n(Cc2ccccc2)c(=O)n(C)c1=O
  -14%, -14%, ?, -3%, -12%, ·, -1%, 1%
COc1ccc(C(=O)NCc2cccnc2)cc1Br
  8%, 1%, 14%, -18%, 5%, ·, 3%, 0%
CC(C)Oc1ccc(CCN=C(N)N=C(N)N)cc1Cl
  -11%, -16%, -5%, -1%, 3%[2.34 µM], -1%, -2%, 26%
CCOC(=O)c1c(C)[nH]c(C)c1S(=O)(=O)N1CCCC(C(=O)Nc2ccc(F)cc2F)C1 (stereo not given)
  5%, -5%, ·, -3%, -5%, ·, ·, -1%
COC(=O)CSc1nc2cc(OC)ccc2cc1C#N
  ?, -26%, ?, 7%, 7%, 9%, 5%, -5%
O=c1[nH]c(NC2CCCCC2)nnc1Cc1ccccc1
  -14%, -16%, -1%, 3%, -13%, 1%, -4%, -3%
CCOC(=O)C1(Cc2cccc(F)c2)CCN(C(=O)c2cnccn2)CC1
  -11%, 1%, -2%, 3%, -3%, 0%, 2%, -1%
C=CCSc1nnc(NC(=O)c2cn(CC)c3nc(C)ccc3c2=O)s1
  -9%, -1%, ?, -5%, 3%, -9%, -3%, -3%
CC12CCC(C(=O)N3CCN(c4ncccn4)CC3)(c3nc4ccccc4nc31)C2(C)C (stereo not given)
  0%, -2%, -5%, 6%, 4%, 13%[11.4 µM], -2%, 1%
O=C(Cn1c(=O)c2ccccc2n(CC(=O)Nc2ccccc2F)c1=O)NCCc1ccccc1
  -4%, -12%, ·, 2%, -8%, ·, ·, -2%
Cc1ccc(N2C(=O)CS/C2=N\C(=S)Nc2ccccc2)cc1
  -9%, -10%, ·, -8%, -3%, 27%, 11%, -3%
